Screens: PubChem BioAssay, National Center for Advancing Translational Sciences (NCATS)
GLP-1R agonist = qHTS of GLP-1 Receptor Agonists; Potency, µM (top dose mostly 45.6 µM), inactives show top-dose activation, actives largely listed as activators; HEK293 GLP-1R CRE-luciferase, luminescence, 4-6 h; cells express a hypersensitive GLP-1R form; hit rate 0.007% among 380,000; Glucagon-like peptide 1 receptor (Homo sapiens), P43220; further: potency means the concentration at half of the fitted maximal effect; % of control where 0% means no effect
Target sequence (P43220 whole entry, looked up): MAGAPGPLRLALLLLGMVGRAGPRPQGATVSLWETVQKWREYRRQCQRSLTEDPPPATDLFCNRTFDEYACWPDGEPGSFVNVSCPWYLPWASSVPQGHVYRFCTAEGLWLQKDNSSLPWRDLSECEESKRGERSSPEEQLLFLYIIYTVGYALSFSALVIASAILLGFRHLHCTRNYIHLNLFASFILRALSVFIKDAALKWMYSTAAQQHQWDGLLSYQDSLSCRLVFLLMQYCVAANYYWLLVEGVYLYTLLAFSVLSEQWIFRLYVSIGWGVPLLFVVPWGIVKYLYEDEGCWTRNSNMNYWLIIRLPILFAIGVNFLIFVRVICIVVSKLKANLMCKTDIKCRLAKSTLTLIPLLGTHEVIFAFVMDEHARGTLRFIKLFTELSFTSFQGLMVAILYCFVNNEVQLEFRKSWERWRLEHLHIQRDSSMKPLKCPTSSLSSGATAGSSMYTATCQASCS
DRD3 antagonist = qHTS of D3 Dopamine Receptor Antagonist: qHTS; hit rate 2.5% among 360,000; D(3) dopamine receptor (Homo sapiens), P35462; AID 652054, 2013; D3R cells, DiscoveRx beta-arrestin luminescence, antagonist mode; stronger effect = lower value; max response, negative = inhibition, %; in the data active means max response below about -50%; inconclusive means no clear call, values can overlap the other calls; further: on the % scale 0 is the no-effect control and ±100 the full control effect; mostly tested at two doses, the higher about 12 µM
Target sequence (P35462 whole entry, looked up): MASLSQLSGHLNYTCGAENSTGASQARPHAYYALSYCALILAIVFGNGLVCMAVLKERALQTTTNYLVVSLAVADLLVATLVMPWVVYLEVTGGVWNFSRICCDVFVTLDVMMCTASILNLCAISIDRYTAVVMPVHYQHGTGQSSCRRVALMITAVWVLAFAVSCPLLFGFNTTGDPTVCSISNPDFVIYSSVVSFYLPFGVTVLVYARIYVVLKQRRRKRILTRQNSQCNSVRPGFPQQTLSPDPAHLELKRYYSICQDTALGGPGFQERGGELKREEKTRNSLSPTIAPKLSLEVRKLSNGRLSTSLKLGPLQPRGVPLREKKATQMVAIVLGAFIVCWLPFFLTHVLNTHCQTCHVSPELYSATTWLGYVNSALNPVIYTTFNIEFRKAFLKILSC
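Cells plated overnight at 1500 cells/well, then exposed to library compounds with dopamine controls for 90 minutes at 37 degrees C. DiscoveRx reagent added for 30–60 minutes at room temperature; luminescence read, quantitative HTS format.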
FUS suppressor = qHTS for Suppressors of FUS Proteinopathy: Primary screen using FUS-linked yeast assay; S. cerevisiae FUS-expressing, growth rescue, OD600, 24 h; Potency, µM (titrated, usually from 76.6 µM), for the others: at the highest dose growth rescue (activation), most hits filed as activators; hit rate 0.24% among 390,000;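 further: potency means the concentration at half of the fitted maximal effect; plate controls were DMSO vehicle for no effect and reference control for full effect; nearly all actives have a fitted effect of over 55% in size; some results filed as inactive show a strong effect at the top dose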
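Absorbance at 600 nm, taken 24hr after compound addition, measured rescue of FUS-yeast growth at 30C. Induction used 2% galactose with seeding at OD 0.005. Controls: CP55940 from 92uM final, DMSO only.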
TDP43 rescue = qHTS of TDP-43 Inhibitors; TDP-43 expressing yeast growth rescue, BacTiter-Glo, 24 h; Potency, µM (titrated, usually from 46.1 µM), inactives show top-dose growth rescue (activation), actives largely listed as activators; hit rate 1.8% among 410,000; further: potency means the concentration at half of the fitted maximal effect; % of control where 0% means no effect; nearly all actives have a fitted effect of over 50% in size
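Luminescence from BacTiter-Glo reports growth of TDP-43-expressing yeast after 24 hr at 30 deg C with compound. Cells were raffinose-pregrown to mid-log, then seeded in galactose medium at OD600=0.02.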
GLP-1R inv ag = qHTS of GLP-1 Receptor Inverse Agonists (Inhibition Mode) | Potency, µM (doses to about 38.3 µM), inactives show top-dose activity change, negative = inhibition, most hits filed as inhibitors | HEK293 GLP-1R CRE-luciferase, luminescence, 24 h; GLP-1R form is constitutively active | hit rate 1.6% among 410,000; further: potency means the concentration at half of the fitted maximal effect; on the % scale 0 is the no-effect control and ±100 the full control effect; nearly all actives have a fitted effect of over 55% in size
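Luminescence readout: a drop in cAMP-driven luciferase signal flags inverse agonism at a constitutively active GLP-1R stably expressed in HEK293. Compound exposure lasted 24 hr at 37 deg C, 5% CO2.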
aSyn rescue = qHTS of alpha-syn Inhibitors. Potency, µM (doses to about 46.1 µM), without a hit: at the highest dose growth rescue (activation), actives largely listed as activators. Yeast expressing alpha-synuclein, growth rescue, BacTiter-Glo, 24 h. hit rate 0.14% among 370,000. AID 652106, 2013; further: potency means the concentration at half of the fitted maximal effect; % of control where 0% means no effect; nearly all actives have a fitted effect of over 65% in size
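Galactose-induced alpha-syn yeast (OD600=0.02, raffinose-pregrown) + pinned cpd, 24 hr, 30 deg C; growth by BacTiter-Glo luminescence. Growth restoration scores as activation.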
PTHR1 ag = qHTS for PTHR1 Agonists: Primary Screen | HEK293 GP2 PTHR1 cells, GloSensor cAMP luminescence, 1 h | Potency, µM (top dose mostly 115 µM), for the others: at the highest dose activation, hits mostly activators | hit rate 0.075% among 410,000 | AID 743266, 2014 | Parathyroid hormone/parathyroid hormone-related peptide receptor (Homo sapiens), Q03431; further: potency means the concentration at half of the fitted maximal effect; nearly all actives have a fitted effect of over 55% in size; some results filed as inactive show a strong effect at the top dose; inactives centre near -15; many of its hits are not listed in these tables
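HEK-293-derived GP2 cells expressing PTHR1 and a GloSensor cAMP reporter, 3,000/well, plated overnight, given luciferin plus IBMX (each 0.5 mM as added) for 1 h at 37 °C, then compound for 1 h at 37 °C. Luminescence was read after 15 min at room temperature.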
Abeta rescue = qHTS for compounds that reverse cellular toxicity of Amyloid beta (A-beta) peptide in yeast: Primary Screen; yeast expressing A-beta42, growth rescue, OD600, 48 h; response scale: 0% DMSO, 100% iron-clioquinol control; Potency, µM (series often up to 46.1 µM), for inactives: top-dose growth rescue, most hits filed as activators; hit rate 0.063% among 410,000; AID 1347071, 2019; further: potency means the concentration at half of the fitted maximal effect; nearly all actives have a fitted effect of over 55% in size
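Yeast growth medium received pinned compounds, then yeast cells expressing toxic A-beta were added; plates incubated at 30 C for 48 hr. Growth read as absorbance at 600 nm, normalized to DMSO and equimolar FeCl3 plus clioquinol controls.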
pAkt inh = HTS Assay for Inhibitors of Akt Phophorylation: Primary Screen. hit rate 0.32% among 360,000. Neuro2A IGF-stimulated pAkt S473 HTRF, 20 min; stronger effect = lower value. activity change, % for hits at 50 µM. AID 651550, 2012; in the data active means activity change below about -80%; inconclusive means mostly about -51% to -80%; further: on the % scale 0 is the no-effect control and ±100 the full control effect
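Neuro2A cells (4,500/well, DMEM with 0.5% FBS) were treated with compound at a single 50 µM final concentration, stimulated with 6 nM IGF for 20 min at 37 °C, and lysed. Phospho-Akt Ser473 was read by HTRF as 665/615 ratio ×10^4.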
* hit, by the source's call; i = inactive; ? = inconclusive; nt = not tested or not shown; & = joins results of further samples; [ ] = dose if it differs, or a comment. Unless noted, the call rests on the fitted dose curve; in most records, active means well fitted curve in the direction sought with a large enough effect; inconclusive means small, poorly fitted or top-dose-only effect, or another doubt; inactive means no such curve, though single readings can be large; an effect the other way counts as inactive or inconclusive.

Sample of the layout, 2 compounds:
structure,GLP-1R agonist,DRD3 antagonist,FUS suppressor,TDP43 rescue,GLP-1R inv ag,aSyn rescue,PTHR1 ag,Abeta rescue,pAkt inh
CN(C)S(=O)(=O)N1CCC(Oc2cccc(C(=O)NCCCC3CCCC3)c2)CC1,-2.5%,57.0,34.3%,22.2%,10µM*,-1.8%,-21.2%,16.5%,nt
CC(C)CN(CCCNC(=O)c1cc(-c2cccs2)nc2ccccc12)CC(C)C,1.3%,nt,-4.1%,-1.1%,?,nt,-5.2%,-5.5%,nt

The list itself, repeating the preview:
structure,GLP-1R agonist,DRD3 antagonist,FUS suppressor,TDP43 rescue,GLP-1R inv ag,aSyn rescue,PTHR1 ag,Abeta rescue,pAkt inh
CN(C)S(=O)(=O)N1CCC(Oc2cccc(C(=O)NCCCC3CCCC3)c2)CC1,-2.5%,57.0,34.3%,22.2%,10µM*,-1.8%,-21.2%,16.5%,nt
CC(C)CN(CCCNC(=O)c1cc(-c2cccs2)nc2ccccc12)CC(C)C,1.3%,nt,-4.1%,-1.1%,?,nt,-5.2%,-5.5%,nt
COc1ccc(N2CCN(Cc3nc4c(c(=O)[nH]c(=O)n4C)n3CC(C)=O)CC2)cc1,0.5%,0.9,7.5%,11.8%,10.8%,-2.7%,i,-2.4%,i
CC(C)CC1C(=O)N(Cc2cn(Cc3ccco3)nn2)CCS(=O)(=O)N1Cc1ccc(-c2cccc(CO)c2)cc1 (stereo unspecified),4.7%,-10.5,?,8.9%,?,-3.2%,-2.0%,-13.4%,i
NS(=O)(=O)c1ccc(CCNS(=O)(=O)c2ccc3c(c2)NC(=O)CO3)cc1,-4.9%,11.3,8.1%,-1.9%,-4.8%,4.9%,i,-10.2%,i
CCCN1CCCc2cc(CN(CCCN3CCOCC3)C(=O)Nc3ccc(Cl)c(Cl)c3)ccc21,nt,nt,-10.4%,1.2%,?,nt,-9.2%,-20.8%,nt
CCC(CC)C(=O)N1CCc2cc(OC)c(OC)cc2C1COc1ccc(F)cc1 (stereo unspecified),18.6%,nt,37.3%,?,?,24.2%,-4.6%,20.8%,nt
CCOC(=O)c1c(C)n(-c2ccc(OC)cc2)c2ccc(O)c(CN(C)C)c12,11.5%,-1.4,7.1%,5.9%,5.62µM*,6.0%,i,6.7%,i
CC(C)CNC(=S)N1CCC(C(=O)c2ccc(F)cc2)CC1,1.3%,16.1,4.5%,2.5%,?,-0.4%,-60.6%[inhibitor],?,i
CCCOc1ccc(Oc2nc(NCC(C)C)nc(N(C)C)n2)nn1,nt,nt,19.0%,-3.5%,14.3%,nt,i,-8.7%,nt
O=C(Cc1ccc(-n2c(=O)c3ccccc3n(Cc3ccccc3F)c2=O)cc1)NCC1CCCO1 (stereo unspecified),9.7%,?,nt,-25.3%,0.0%,0.8%,-27.6%,-8.2%,i
CC[C@H](C)[C@H](NC(N)=O)C(=O)NCCc1ccc(Cl)cc1Cl,0.2%,5.5,4.0%,19.1%,1.6%,-1.8%,i,2.9%,i
Oc1c(CN2CCOCC2)cc(COCc2ccccc2)c2cccnc12,5.1%,-67.4*,?,-15.6%,?,12.8%,10.7%,-25.5%,i
N#CC1=C(N)NC(SCC(=O)Nc2ccccc2)=C(C#N)C12CCCCC2,-1.6%,-24.6,?,-4.9%,?,4.0%,-92.0%[inhibitor],9.9%,i
COc1ccc(NC(=O)C2CC(=O)N=C(N)S2)cc1 (stereo unspecified),0.1%,12.5,-3.2%,13.1%[9.22 µM],22.3%,5.2%,-19.4%,3.5%,i
COc1cccc(NC(=O)CN(C)C(=O)c2ccc(COc3ccccc3)o2)c1,-1.8%,8.5,-19.4%,23.8%,-15.1%,2.6%,-22.7%,-11.5%,i
CCn1cnc2c1c(=O)n(CC(=O)Nc1ccc3c(c1)OC(F)(F)O3)c(=O)n2Cc1ccccc1,-0.3%,-50.1*,39.3%,17.2%,?,4.0%,-2.8%,0.9%[9.22 µM],i
Cc1ccc(C(=O)Nc2ccnc(-c3ccncc3)n2)cc1,6.9%,8.5,2.9%,4.7%,20.4%,5.2%,i,-12.8%,i
COCCOC(=O)C1=C(C)Nc2nc(C)nn2C1c1ccccc1 (stereo unspecified),-2.5%,-13.7,2.6%,12.9%,1.9%,4.5%,-13.4%,2.3%,i
Cc1cccc(NC(=S)NC2CCCC2)n1,9.3%,-2.6,6.4%,25.7%,4.47µM*,-0.1%,-12.1%,-15.6%,i
CCC(=O)Nc1ccc(S(=O)(=O)Nc2cc(C)on2)cc1,-5.6%,-18.4,17.9%,0.0%,0.0%,0.0%,i,-21.6%,i
BrC(=C\c1ccccc1)/C=N/N1CCN(Cc2ccccc2)CC1,17.5%,?,-5.0%,?,?,16.7%,-14.8%[57.5 µM],-27.9%,i
COc1ccc(N2CCN(C(=O)c3cc(-c4cc(OC)ccc4OC)nc4ccccc34)CC2)cc1,5.1%,-21.9,nt,-2.6%,?,5.7%,-20.1%,-19.6%,i
CC(C)C1Cc2c(sc(NC(=S)NC(=O)c3ccccc3)c2C#N)CO1 (stereo unspecified),-7.5%,31.1,-11.5%,8.0%,38.4%[activator],2.4%,-13.8%,9.0%,i
COC(=O)NCc1ccc(S(=O)(=O)N2CCOCC2)cc1,-8.0%,-20.8,21.1%,-20.4%,5.6%,4.5%,i,-0.8%,nt
Cc1ccc(S(=O)(=O)N2C[C@H]3C(=O)C[C@@H](c4cccc(Cl)c4)N(S(=O)(=O)c4ccc(C)cc4)[C@H]3C[C@H]2c2ccccc2)cc1,0.7%,5.4,17.0%,2.1%,?,1.5%,i,3.8%,i
CCC(=O)Nc1ccc(-n2nnnc2SCC(=O)NNC(=O)c2ccco2)cc1,-0.6%,0.2,4.7%,-3.7%,16.1%,-1.1%,-14.2%,15.1%,i
COc1ccc(C(=O)OCc2nc(N)nc(Nc3ccccc3C)n2)cc1OC,?,5.2,33.0%,-27.9%[9.22 µM],103.4%[activator],-2.3%,-6.6%,-4.6%,i
Cc1c(C(=O)N2CCCC(C(F)(F)F)C2)oc2ccccc12 (stereo unspecified),-4.7%,9.1,-13.2%,25.9%,-18.6%,3.0%,-18.9%,9.4%,i
CCOC(=O)c1ccccc1NC(=O)CSc1ccc(-c2cccnc2)nn1,21.1%,31.1,11.1%,?,64.1%[activator],10.0%,i,-6.6%,i
CN(CC(=O)Nc1n[nH]c(=S)s1)S(=O)(=O)c1cccc2cccnc12,-1.7%,-21.0,18.6%,8.6%,2.1%,-1.2%,-2.1%,-7.1%,i
CC1CC(C)CN(C(=O)c2cc(S(=O)(=O)N3CCCCC3)ccc2Cl)C1 (stereo unspecified),2.7%,-4.3,6.8%,1.8%,?,0.1%,i,-12.9%,i
Cc1ccccc1CN1C(=O)C(O)(c2c[nH]c3ccccc23)c2cc(Cl)ccc21 (stereo unspecified),-4.9%,nt,?,-84.0%[inhibitor],?,nt,-5.8%,11.1%,nt
O=C(CC1C(=O)NCCN1C/C=C/c1ccccc1)NCCc1ccncc1 (stereo unspecified),-3.0%,8.6,-14.8%,2.3%,6.2%,-1.2%,-11.6%,-6.0%,i
O=C(CCc1ccc(S(=O)(=O)N2CCOCC2)cc1)Nc1ccc2ccccc2c1,-0.8%,29.2,23.0%,10.9%,-5.8%,1.3%,-17.4%[57.5 µM],16.4%,i
COc1cccc(Oc2nnnn2-c2ccccc2)c1,0.3%,13.6,4.2%,12.6µM*,0.9%,nt,-28.3%,14.9%,nt
O=C(NCCS(=O)(=O)N1CCN(c2ccccc2F)CC1)C1CC(=O)N(c2ccc(F)cc2)C1 (stereo unspecified),4.9%,11.3,-10.5%&7.2%,23.7%&8.3%,2.3%&16.1%,-1.3%,-6.2%&14.0%,-12.0%&0.7%,nt
CCSC1=C(C#N)C(c2ccccc2OC)CC(=O)N1 (stereo unspecified),4.0%,4.0,-24.8%,12.2%,-1.6%,-0.4%,-10.1%,5.2%,i
COc1ccccc1N1C(=O)CC1(C#N)c1ccc(OCc2ccccc2)cc1 (stereo unspecified),12.2%,0.0,20.6%,-9.4%,?,-3.0%,-5.1%,-2.9%,i
CCOC(=O)COc1ccc(S(=O)(=O)NCc2ccncc2)cc1,-3.2%,27.3,-7.3%,-4.0%,-6.0%,-10.0%,-67.4%[inhibitor][57.5 µM],19.9%,i
CCOC(=O)C1CCN(S(=O)(=O)c2ccc3c(c2)CCCN3C(C)=O)CC1,13.1%,-1.6,1.5%,-1.5%,6.7%,-5.3%,-16.8%,-0.9%,i
Cn1c(=O)[nH]c(=O)c2c1nc(Br)n2CCSc1nnnn1-c1ccccc1,14.7%,15.5,0.1%,-23.8%,-0.1%,6.6%,-8.9%[57.5 µM],0.2%,i
CC(=O)c1cccc(NC2c3ncccc3C(=O)N2Cc2ccco2)c1 (stereo unspecified),27.4%,-17.1,?,-6.7%,91.8%[activator],-0.2%,4.2%[57.5 µM],10.4%,i
Cc1ccc2nc(NCCO)nc(-c3ccccc3)c2c1,6.9%,-1.3,nt,?,59.8%[activator],14.7%,i,0.0%,i
NC(=O)c1cc(S(=O)(=O)N2CC=C(c3ccccc3)CC2)cs1,0.9%,6.1,5.8%,-8.7%,12.8%,-1.3%,-29.3%,0.8%,i

Not all compounds are listed (hit frequency here may not be typical).
